Screening results: PubChem BioAssay, several laboratories
UTI89 phage lysis – protection from phage-mediated lysis, alamar blue read-out – E. coli UTI89, K1F phage, bacterial capsule biogenesis inhibitors (AID 488966); E. coli UTI89 K1F phage lysis, alamar blue, 2 h; higher % means a stronger effect; inhibition, % at 100 µM; hits with a dose series show IC50 in µM; 340,000 tested, 0.02% active;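 active = phage lysis inhibition, versus mean bacterial control, above a set limit; inconclusive = no clear call, values can overlap the other calls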;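 also: capsule biogenesis inhibitors block K1F phage lysis so surviving cells raise fluorescence; higher fluorescence means more inhibition of phage lysis; actives were called in the ten point dose series up to 300 µM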
West Nile virus CPE – West Nile virus antiviral activity, cell-based, CPE readout (AID 1621); West Nile virus-infected cells, CPE inhibition; higher % means a stronger effect; one-dose CPE inhibition, % at 10 µM; IC50 in µM for titrated hits; 290,000 tested, 0.02% active; in the data active = a potency from the dose series; inconclusive = CPE inhibition mostly from about 3.7% at the one dose, without a potency; inactive = the rest, 99 in 100 with CPE inhibition below about 2.2%; also: strong numbers were not always called active
PMI inhibitors – inhibitors of human PMI, primary screen, biochemical, fluorescence intensity, coupled assay (AID 1209). purified PMI enzyme, coupled fluorescence intensity; higher % means a stronger effect. one-dose inhibition, % at 20 µM; IC50 in µM for titrated hits. 190,000 tested, 0.42% active;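 also: plate controls were DMSO vehicle for no effect and wells lacking substrate for full effect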
PMI inhibition – MPI inhibition at elevated mannose 6-phosphate – biochemical, fluorescence intensity, high mannose 6-phosphate, primary screen (AID 1220); recombinant PMI enzyme, coupled fluorescence intensity; higher % means a stronger effect; 190,000 tested, 0.66% active; inhibition, % at 20 µM, or IC50 in µM where a hit was titrated
P. falciparum M1AAP – P. falciparum M1AAP inhibitors, biochemical, fluorogenic H-Leu-NHMec substrate, 1536-well (AID 1445) | recombinant M1AAP, H-Leu-NHMec fluorogenic kinetic assay; higher % means a stronger effect | one-dose inhibition, % at 30 µM; IC50 in µM for titrated hits | 220,000 tested, 0.42% active;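 active = primary inhibition above the hit cutoff, then over 50% inhibition at one or more dose response concentrations, cut at about 23% in these data, passing the limit was not always enough; inconclusive = conflicting primary data, or primary hits not chosen for dose response; inactive = low primary inhibition, or under 50% at every dose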;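 also: plate controls were DMSO full reaction for no effect and no enzyme background for full effect; strong numbers were not always called active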
P. falciparum M17LAP – P. falciparum M17LAP inhibitors, primary screen, biochemical, fluorogenic H-Leu-NHMec substrate, 1536-well (AID 1619) | 220,000 tested, 0.38% active | recombinant M17LAP, H-Leu-NHMec fluorogenic kinetic assay; higher % means a stronger effect | inhibition, % at 30 µM; hits with a dose series show IC50 in µM;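 active = compound inhibiting the enzyme by more than half at any dose during confirmatory dose-response retesting; inconclusive = strong single-dose inhibitors picked by rank but not retested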;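 also: plate controls were full reaction with DMSO carrier for no effect and no enzyme background for full effect; strong numbers were not always called active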
T cell HTS – T cell immune modulation candidate; calls only at 7 µM; 330,000 tested, 0.068% active; 2C CD8+ T cell-vesicle binding, flow cytometry; stronger effect = lower value;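 active = response, share of CD8 T cells binding vesicles, and their 90th percentile fluorescence all below set limits, cut at about 80% in these data, passing the limit was not always enough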
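incubation = binding step 1.5 h, 37 °C, antibody labelling 20 min, ice | test system = 2C mouse CD8+ T cells | read-out basis = percent CD8+ FL2 mean versus row control | controls = Peptide-free naked vesicles (low) and QL9 vesicles with 0.7% DMSO vehicle (high) | detection = flow cytometry of vesicle-bound cells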
RSV antiviral HEp-2 – inhibition of RSV-induced cytopathic effect – HEp-2 cells, primary 10 µM value included (AID 2391); HEp-2 cells, RSV-induced CPE inhibition; higher % means a stronger effect; CPE inhibition, % at 10 µM, or IC50 in µM where a hit was titrated; 310,000 tested, 0.13% active; in the data active = a potency from the dose series; inconclusive = CPE inhibition mostly from about 23% at the one dose, without a potency; inactive = the rest, 99 in 100 with CPE inhibition below about 21%; also: strong numbers were not always called active
TNAP activation fold – human TNAP enzyme activators, primary screen, biochemical, luminescent, no phosphate acceptor, uHTS (AID 1001); purified TNAP, luminescent activation assay, no phosphate acceptor; higher activation fold means a stronger effect; activation fold at 20 µM, or EC50 in µM where a hit was titrated; 200,000 tested, 0.03% active; in the data active = activation fold from about 3, or a potency from the dose series; inactive = the rest, 99 in 100 with activation fold below about 1.6; also: many of its hits are not listed in these tables
T cell HTS vesicle-bound % – second read-out of T cell HTS, no call of its own (marks repeat the call); double positive events, %; measured here: CD8+ vesicle-bound cell fraction;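 binding gate set so that unloaded-vesicle control wells show 10% double positive cells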
The depositor's hits bear a star; i = inactive; ? = inconclusive; · = no result given; [ ] = dose if it differs, or a comment. Rule as the data show it, unless noted: active = inhibition above about 50%; inactive = the rest.

No.	structure	UTI89 phage lysis	West Nile virus CPE	PMI inhibitors	PMI inhibition	P. falciparum M1AAP	P. falciparum M17LAP	T cell HTS	T cell HTS vesicle-bound %	RSV antiviral HEp-2	TNAP activation fold
1	COc1ccc(-c2cc(C(F)F)n3ncc(C(=O)N4CCN(C(=O)c5ccco5)CC4)c3n2)cc1	-1.5%	-0.1%	13%	8%	9%	0%	i	25	3.3%	1.1
2	Cc1ccc(C2CN(c3ccccc3)CC2C(=O)c2ccc(F)cc2)cc1 (stereo not drawn)	1.0%[50 µM]	-0.5%	1%	1%	-6%	-3%	i	31	3.7%	1
3	CC(=O)c1ccc(OCCCC(=O)NCC(c2ccco2)N(C)C)cc1 (stereo not drawn)	0.1%	0.2%	-7%	6%	8%	-5%	i	33	0.5%	1
4	CCC(C)Sc1nc2c(c(=O)[nH]c(=O)n2C)n1Cc1ccc(Cl)cc1 (stereo not drawn)	0.5%	0.2%	2%	9%	5%	1%	i	36	4.4%	1
5	Cc1onc(-c2ccccc2)c1C(=O)Nc1nnc(CC(C)(C)C)s1	0.3%	0.0%	·	·	·	·	i	45	2.7%	·
6	Cn1cnnc1-c1cccc(NC(=O)c2cc(F)c(F)cc2Cl)c1	0.7%	-0.9%	-3%	-3%	0%	1%	i	62	1.3%	1.1
7	CCOC(=O)Cn1nc(C)cc1NC(=O)c1cccnc1	0.4%	0.5%	-4%	-2%	-4%	8%	i	52	-0.2%	1.1
8	CC(C)NC(=O)c1cc(-c2ccco2)nn1-c1ccc(Cl)cc1	0.2%	3.0%	2%	-10%	12%	-15%	i	46	1.9%	0.9
9	Cc1ccc(S(=O)(=O)N(C)CC(=O)N2CCN(C(=O)c3ccco3)CC2)cc1	0.1%	-0.9%	6%	6%	4%	-5%	i	61	0.4%	1.1
10	CCOc1ccc(CNC(=O)C2CCN(C(=O)N3CC(C)Oc4ccccc43)CC2)cc1 (stereo not drawn)	0.8%	-0.7%	·	·	·	·	i	26	2.7%	·
11	COCCn1c(=O)[nH]c2cc(C(=O)NCCN3CCN(c4ccccc4)CC3)ccc2c1=O	0.3%	0.0%	-7%	2%	12%	22%	i	25	0.1%	1
12	O=C(c1ccc(=O)oc1)N1CCN(c2ccc(F)cc2)CC1	0.2%	-0.4%	-1%	-1%	9%	-223%	i	57	0.5%	1.1
13	Cc1ccc(NC(=O)CSc2nc3ccccc3c3nc(CCn4cncc4C)nn23)c(C)c1	-0.3%	-0.5%	-3%	-8%	8%	-1%	i	68	-0.8%	1
14	COc1ccc(-c2csc(NC(=O)C3CCCCN3S(=O)(=O)c3ccccc3)n2)cc1 (stereo not drawn)	-1.4%	0.5%	18%	10%	10%	-2%	i	12	14%	1.1
15	COCCCN1C(=O)N(c2ccc(F)cc2)C(=O)C1CC(=O)Nc1ccccc1 (stereo not drawn)	0.0%	-0.6%	·	·	·	·	i	62	3.0%	·
16	O=S(=O)(c1ccc(F)cc1)c1nc(-c2ccc(F)cc2)oc1NCCN1CCOCC1	0.2%	-0.5%	-23%	-17%	0%	-3%	·	·	·	1
17	O=C(N/N=C/c1coc2ccccc2c1=O)c1ccccc1Br	0.9%[50 µM]	-0.7%	-7%	-1%	-2%	33%	i	42	6.7%	1
18	Cc1nc(N2CCOCC2)c2cc(-c3ccccc3)sc2n1	2.1%	1.4%	12%	5%	2%	8%	i	18	2.1%	1
19	COc1cc(C(=O)NCCNc2nc3cc(C)ccc3cc2C#N)cc(OC)c1OC	-1.7%	-1.0%	·	·	·	·	i	64	1.4%	·
20	CC(C)c1ccc(/C=C2\NC(=O)NC2=O)cc1	1.1%	0.2%	·	·	·	·	i	39	?	·
21	Cc1nn(C)c(C(=O)N/N=C/c2cccnc2)c1Br	0.0%	-0.1%	·	·	·	·	i	8	2.0%	·
22	O=C(NC(=S)Nc1ccc(N2CCCCC2)c(Cl)c1)c1cccs1	-0.1%	0.2%	·	·	·	·	i	48	24%	·
23	O=C(c1ccc(Cl)c([N+](=O)[O-])c1)N(c1ccccn1)c1ccccn1	0.8%[50 µM]	-1.0%	6%	14%	6%	-8%	i	42	2.5%	1
24	Cc1nn(C)c(C)c1NC(=O)C12CC3CC(CC(C3)C1)C2	2.8%[50 µM]	-0.8%	-19%	-12%	-2%	8%	i	54	0.9%	1.1
25	COc1ccc(-c2cc(C3CC3)nc3sc(C#N)c(N)c23)cc1	0.6%	-0.5%	17%	12%	16%	-10%	i	12	1.4%	1.2
26	COC(=O)c1ccc(S(=O)(=O)N2CCC(C(N)=O)CC2)n1C	0.0%	0.3%	·	·	-1%	3%	i	55	·	·
27	CS(=O)(=O)c1nc(S(=O)(=O)c2ccc(Cl)cc2)c(NCc2ccccn2)s1	0.3%	0.9%	-23%	-11%	6%	-5%	i	5	1.5%	1.4
28	Cc1cccc(C(=O)NNC(=O)CSc2nnc(C(C)C)n2C)c1	0.2%	0.0%	·	·	·	·	i	17	0.9%	·
29	O=C(O)c1ccccc1SCCS(=O)(=O)c1ccc(Cl)cc1Cl	0.3%	-0.2%	·	·	·	·	i	32	-0.5%	·
30	COc1ccccc1OCC(=O)Nc1ccccc1C(=O)NCc1cccnc1	-0.1%	-0.6%	·	·	·	·	i	21	5.4%	·

No.	structure	UTI89 phage lysis	West Nile virus CPE	PMI inhibitors	PMI inhibition	P. falciparum M1AAP	P. falciparum M17LAP	T cell HTS	T cell HTS vesicle-bound %	RSV antiviral HEp-2	TNAP activation fold
31	CC1CCc2nn(CC(=O)N3CCCCCC3)cc2C1 (stereo not drawn)	1.0%	-0.1%	12%	10%	2%	53%	i	42	0.7%	1.1
32	COc1ccc(C(=O)OCn2nnc3ccccc3c2=O)cc1	0.5%	0.7%	-7%	-6%	-2%	-2%	i	18	1.0%	1
33	Cc1cccc(Oc2ccc(S(=O)(=O)N3CCCCC3)cc2N)c1	0.7%	-1.4%	14%	15%	8%	-2%	i	22	-1.9%	1.1
34	O=C(CN1CCN(Cc2ccccc2)CC1)NC(=O)NCc1ccco1	0.9%	0.2%	5%	6%	-4%	5%	i	34	1.1%	1
35	CN1CCN(C=NC2=NN(c3cccc(C(F)(F)F)c3)CC2)CC1	3.1%	-0.5%	23%	20%	1%	20%	i	42	-1.3%	1.1
36	CC(Oc1ccc(Cl)cc1)C(=O)Nc1ccccc1C(=O)N1CCOCC1 (stereo not drawn)	1.7%[50 µM]	-0.5%	·	·	·	·	i	39	0.7%	·
37	S=C(NCCc1ccccc1)N1CCn2cccc2C1c1ccncc1 (stereo not drawn)	0.2%	-0.6%	7%	32%	-2%	20%	i	31	-0.9%	1.1
38	CCCCn1c(=N)n(CC(O)c2ccccc2)c2ccccc21 (stereo not drawn)	0.1%	-0.4%	·	·	5%	20%	i	45	0.8%	·
39	CN=C(Nc1cccnc1)c1cccc(C(F)(F)F)c1	0.1%	-1.7%	·	·	·	·	i	35	0.4%	·
40	Cc1nc2ccccn2c1C(=O)N/N=C/c1ccc(CNC(=O)C(=O)Nc2ccccc2)o1	3.2%	0.3%	-13%	-2%	12%	11%	i	50	1.7%	1.4
41	COCCSc1nnc(NC(=O)CCS(=O)(=O)Cc2ccccc2)s1	1.5%[50 µM]	0.3%	·	·	·	·	i	20	0.2%	·
42	Cc1ccc(Cl)cc1NC(=O)Nn1cnnc1	2.0%[50 µM]	-0.8%	·	·	·	·	i	1	1.8%	·
43	COCCNc1cc(C)nc2c3c(C)cc(C)nc3nn12	-0.7%	0.3%	-3%	-2%	21%	-442%	i	40	2.2%	1.2
44	Cc1ccc(-c2c[n+](CC(=O)c3cccs3)c3n2CCC3)cc1	-1.8%	3.4%	·	·	0%	4%	i	36	·	·
45	CCN(CC(=O)NCC1CCCO1)S(=O)(=O)c1ccc(Cl)cc1 (stereo not drawn)	1.4%[50 µM]	-0.1%	·	·	·	·	i	14	0.6%	·
46	CCC(C(=O)OCn1nnc2ccccc2c1=O)c1ccccc1 (stereo not drawn)	0.0%	0.2%	-4%	-6%	-2%	-1%	i	13	5.7%	1
47	O=C(NCCCN1CCCCC1)C1CC(=O)N(CCc2ccccc2)C1 (stereo not drawn)	0.4%	-0.1%	·	·	·	·	i	16	0.8%	·
48	Cc1cc(C)n(Cc2ccc(C(=O)NCc3ccco3)o2)n1	1.0%	0.4%	-1%	-7%	6%	6%	i	22	-0.5%	1.1
49	CCc1ccc(/C=C2\Oc3cc(OS(C)(=O)=O)ccc3C2=O)cc1	1.4%	-0.6%	20%	8%	3%	1%	i	56	4.7%	1
50	Cc1ccc2c(c1)N(CCC(=O)NCc1ccco1)C(=O)CO2	2.2%	-0.6%	2%	-2%	3%	11%	i	7	-0.8%	1.1
51	O=C(CN1N=C(c2ccccc2)CCC1=O)NCCN1CCc2ccccc2C1	3.7%	-0.1%	0%	-2%	-6%	-7%	i	27	1.6%	1.6
52	CC(=O)c1c(C)cc(C)c(CSc2nnc(-c3ccco3)o2)c1C	6.2%	-0.1%	9%	6%	4%	-3%	i	27	1.9%	1.1
53	O=C(O)C1CCCCC1C(=O)NCCc1ccncc1 (stereo not drawn)	0.6%	-0.1%	-1%	-3%	-5%	2%	i	42	1.0%	1.1
54	Cc1nc2sc(C(c3ccco3)N3CCOCC3)c(O)n2n1 (stereo not drawn)	-0.1%	-0.1%	40%	28%	6%	13%	·	·	0.9%	1
55	Cc1ccc(OCC(O)CN2CCCC2)cc1 (stereo not drawn)	0.0%	-0.1%	·	·	·	·	i	58	4.0%	·
56	O=[N+]([O-])c1nn(-c2ccccc2)[n+]([O-])c1N1CCN(c2ccccc2F)CC1	-0.2%	-0.3%	-11%	-1%	3%	0%	i	42	2.0%	1.1
57	COc1cccc(/C=C2/C(=O)NN(c3ccc(C)c(C)c3)C2=O)c1	-1.9%	-0.3%	·	·	·	·	i	62	-1.0%	·
58	CCC1Oc2ccc(C)cc2N(CC(=O)NC2CCCCC2)C1=O (stereo not drawn)	0.1%	-1.0%	·	·	·	·	i	49	1.2%	·

3 entries from above, sorted by the number in TNAP activation fold, smallest number first.
nr | SMILES | TNAP activation fold
11 | COCCn1c(=O)[nH]c2cc(C(=O)NCCN3CCN(c4ccccc4)CC3)ccc2c1=O | 1
56 | O=[N+]([O-])c1nn(-c2ccccc2)[n+]([O-])c1N1CCN(c2ccccc2F)CC1 | 1.1
51 | O=C(CN1N=C(c2ccccc2)CCC1=O)NCCN1CCc2ccccc2C1 | 1.6
